Assay outcomes as filed in PubChem.
ATXN2 expr inh = reduces ATXN2 reporter expression in HEK-293 cells. HEK-293 ATXN2-luciferase reporter, luminescence, 24 h. AID 1745845. 360,000 tested, 0.72% active. Potency, µM (highest dose often 57 µM), for the others: at the highest dose activity change, negative = inhibition, most hits filed as inhibitors; further: potency means the concentration at half of the fitted maximal effect; on the % scale 0 is the no-effect control and ±100 the full control effect; nearly all actives have a fitted effect of over 55% in size
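qHTS (up to 57 uM final) was run with 24 h compound exposure of reporter cells at 37 °C. Each well was multiplexed: SteadyGlo luminescence measured ATXN2-luciferase expression after a fluorogenic Gly-Phe-AFC viability readout (25 uM final).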
SW480 rerep = DNA re-replication induction in SW480 cells | SW480 DNA re-replication, Hoechst DNA content imaging, 48 h | Potency, µM (titrated, usually from 46.1 µM), without a hit: at the highest dose re-replication activation, hits mostly activators | 340,000 tested, 1.8% active; further: potency means the concentration at half of the fitted maximal effect; % of control where 0% means no effect; nearly all actives have a fitted effect of over 55% in size
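Readout is total intensity of Hoechst-stained nuclei, excited at 405 nm and collected at 500-530 nm. Compound treatment lasted 48 hr at 37 C in 5% CO2 before staining.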
HT1080 IDH1KD tx = toxicity to HT-1080 IDH1 knockdown cells (counter line) | HT-1080 IDH1 knockdown viability, ATP luminescence, 48 h | Potency, µM (doses to about 46.1 µM), for the others: at the highest dose activity, negative = toxicity, most hits filed as cytotoxic | 360,000 tested, 2% active;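 further: potency means the concentration at half of the fitted maximal effect; 0% = DMSO wells and -100% = cell-free medium wells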
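In this qHTS, HT-1080 cells depleted of IDH1 are exposed for 48 h at 37 °C to compound titrations. Toxicity is scored from CellTiter-Glo luminescence, with DMSO as full viability and medium alone as none.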
MCF10A rerep = induces DNA re-replication in MCF 10a normal breast cells; MCF 10A DNA re-replication, Hoechst nuclear intensity, 48 h; Potency, µM (series often up to 46.1 µM), inactives show at the highest dose activity, positive = re-replication, usual class: activators; 350,000 tested, 2.9% active; AID 624296; further: potency means the concentration at half of the fitted maximal effect; % of control where 0% means no effect; nearly all actives have a fitted effect of over 50% in size
KB-V1 MDR tox = KB-V1 MDR subline cytotoxicity | Potency, µM (series often up to 46.1 µM), for the others: at the highest dose activity change, negative = cytotoxicity, hits mostly cytotoxic | KB-V1 MDR cells viability, CellTiter-Glo, 72 h | 400,000 tested, 3.4% active; further: potency means the concentration at half of the fitted maximal effect; on the % scale 0 is the no-effect control and ±100 the full control effect; nearly all actives have a fitted effect of over 60% in size
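KB-V1, DMEM (no phenol red) + 10% FBS; cpd pin-transferred, titration series; 72 h, 37 degrees C; CellTiter-Glo, luminescence. Data normalized, curve-fit.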
KB-3-1 tox = kills parental KB-3-1 adenocarcinoma cells; KB-3-1 viability, CellTiter-Glo ATP luminescence, 72 h; Potency, µM (top dose mostly 46.1 µM), without a hit: at the highest dose activity change, negative = cytotoxic, actives largely listed as cytotoxic; 400,000 tested, 1.4% active; further: potency means the concentration at half of the fitted maximal effect; on the % scale 0 is the no-effect control and ±100 the full control effect; nearly all actives have a fitted effect of over 60% in size
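Cytotoxicity in the drug-sensitive parental line KB-3-1 was scored as loss of CellTiter-Glo luminescence following 72 h incubation with compound. Values come from curve fitting of normalized concentration-response data.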
HT1080NT lethal = kills 2HG-producing HT-1080-NT fibrosarcoma cells; 360,000 tested, 1.6% active; AID 686970; HT-1080-NT fibrosarcoma viability, CellTiter-Glo ATP luminescence, 48 h; Potency, µM (highest dose often 46.1 µM), inactives show at the highest dose activity, negative = less viability, most hits filed as cytotoxic;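 further: NT is the 2HG producing partner of a matched IDH1 knockdown line; potency means the concentration at half of the fitted maximal effect; 0% = DMSO-treated cells and -100% = media-only wells without cells; nearly all actives have a fitted effect of over 55% in size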
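Luminescent CellTiter-Glo readout after 48 hours of compound exposure at 37 degrees C defined viability of HT-1080-NT cells. Activity was normalized to DMSO wells and cell-free media wells; concentration-response curves were fitted and assigned curve classes.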
WRN inhibitor = blocks human WRN helicase | Potency, µM (doses to about 114 µM), inactives show at the highest dose activity change, negative = inhibition, most hits filed as inhibitors | Q14191 | 360,000 tested, 0.46% active | WRN helicase unwinding, fluorescent forked duplex, kinetic; further: potency means the concentration at half of the fitted maximal effect; on the % scale 0 is the no-effect control and ±100 the full control effect; nearly all actives have a fitted effect of over 55% in size
Target sequence (Q14191 whole entry, looked up): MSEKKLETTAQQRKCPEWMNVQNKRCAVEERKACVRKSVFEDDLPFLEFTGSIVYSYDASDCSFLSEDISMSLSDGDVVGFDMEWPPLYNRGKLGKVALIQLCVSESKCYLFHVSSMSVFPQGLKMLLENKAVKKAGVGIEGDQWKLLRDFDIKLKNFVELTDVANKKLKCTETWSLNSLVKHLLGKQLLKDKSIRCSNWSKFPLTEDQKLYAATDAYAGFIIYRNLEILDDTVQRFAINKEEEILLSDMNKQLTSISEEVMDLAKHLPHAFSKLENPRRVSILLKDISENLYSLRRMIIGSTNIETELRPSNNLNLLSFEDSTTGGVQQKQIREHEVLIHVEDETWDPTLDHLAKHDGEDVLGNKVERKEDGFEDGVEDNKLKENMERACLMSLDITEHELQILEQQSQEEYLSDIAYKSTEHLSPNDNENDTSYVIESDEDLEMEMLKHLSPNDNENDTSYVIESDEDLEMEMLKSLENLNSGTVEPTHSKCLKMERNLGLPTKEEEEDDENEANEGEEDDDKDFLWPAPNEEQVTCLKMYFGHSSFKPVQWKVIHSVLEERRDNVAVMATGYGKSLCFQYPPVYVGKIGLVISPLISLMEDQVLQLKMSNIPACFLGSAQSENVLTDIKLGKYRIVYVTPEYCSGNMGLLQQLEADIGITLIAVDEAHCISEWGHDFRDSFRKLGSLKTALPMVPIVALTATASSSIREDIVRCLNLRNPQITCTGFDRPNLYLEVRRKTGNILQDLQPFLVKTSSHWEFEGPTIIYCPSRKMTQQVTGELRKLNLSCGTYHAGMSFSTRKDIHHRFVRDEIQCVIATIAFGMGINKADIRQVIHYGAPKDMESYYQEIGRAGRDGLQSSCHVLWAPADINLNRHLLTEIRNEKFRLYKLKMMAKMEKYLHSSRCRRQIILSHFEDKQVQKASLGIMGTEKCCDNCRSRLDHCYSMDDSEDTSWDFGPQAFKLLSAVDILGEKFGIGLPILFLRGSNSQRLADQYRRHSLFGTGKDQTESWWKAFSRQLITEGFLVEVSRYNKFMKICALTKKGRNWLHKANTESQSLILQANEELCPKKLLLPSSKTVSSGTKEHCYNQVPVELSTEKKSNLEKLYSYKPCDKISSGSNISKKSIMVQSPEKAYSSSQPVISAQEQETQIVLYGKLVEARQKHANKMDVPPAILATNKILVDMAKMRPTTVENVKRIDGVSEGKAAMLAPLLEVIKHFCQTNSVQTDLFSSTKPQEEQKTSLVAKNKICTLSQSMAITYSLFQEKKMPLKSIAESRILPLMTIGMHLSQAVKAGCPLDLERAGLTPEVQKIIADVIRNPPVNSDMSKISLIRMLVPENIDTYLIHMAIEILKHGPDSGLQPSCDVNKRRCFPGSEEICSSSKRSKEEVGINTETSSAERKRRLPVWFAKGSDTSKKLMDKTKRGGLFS
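WRN at 20 nM final was preincubated with compound for 15 min at room temperature; reaction started with 100 nM forked duplex oligonucleotide carrying fluorophore and quencher plus 2 mM ATP (final). Unwinding followed kinetically by red fluorescence (ex 525/em 598 nm).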
IL-1B inflam inh = inhibitors of inflammasome signaling (IL-1 beta secretion); 360,000 tested, 4.7% active; activity change, % at 57.5 µM; THP-1 LPS/ATP IL-1B secretion, AlphaLISA, 16 h; hits give low values; AID 743279; in the data active means activity change below about -50%; inconclusive means mostly about -30% to -49%; further: on the % scale 0 is the no-effect control and ±100 the full control effect
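Secreted IL-1B measured by AlphaLISA bead assay after 16 h compound exposure of THP-1 cells; compounds (final up to 57.5 uM) added 1 h before LPS (250 ng/mL) and ATP (1.25 mM) stimulation; lower signal means less secretion.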
Active calls of the source: *; ? = inconclusive; · = no result given; & = joins results of further samples; [ ] = another dose, or the depositor's remark. Unless noted, the call rests on the fitted dose curve; in most records, active means well fitted curve in the direction sought with a large enough effect; inconclusive means small, poorly fitted or top-dose-only effect, or another doubt; inactive means no such curve, though single readings can be large; an effect the other way counts as inactive or inconclusive. Rows were taken by chance, and some 12% of all compounds hit somewhere here.

compound	MCF10A rerep	HT1080NT lethal	WRN inhibitor	ATXN2 expr inh	IL-1B inflam inh	KB-V1 MDR tox	HT1080 IDH1KD tx	SW480 rerep	KB-3-1 tox
CCOc1ccc(NC(=O)CN2C(=O)COc3ccccc32)cc1	-2%	2%	2%	2%	27	-3%	-5%	?	-1%
Cc1cccc(OCCCC(=O)NCc2ccco2)c1	-21%	4%	-8%	2%	0	18%	-2%	-3%	2%
COc1cccc(CNc2nnnn2C)c1OC	-5%	2%	-8%	-6%	10	22%	-7%	-3%	7%
Cc1n[nH]c(=O)nc1Nc1ccc(O)cc1	10%	3%	-7%	-9%	8	0%	11%	-15%	-3%
Cc1ccc(C(=O)Nc2nc(N)n(-c3ccccc3)n2)cc1	2%	5%	-3%	-13%	-8	-3%	-2%	-4%	-5%
COC(=O)CNC(=O)CSc1nnc2cc(C)c3ccccc3n12	-8%	1%	0%	0%	?	8%	2%	-12%	15%
COc1cc(NC(=O)c2cc([N+](=O)[O-])ccc2NC(=O)CNCc2ccccn2)cc(OC)c1	?	-21%	?	1%	93	?	-23%	11%	?
Cc1ccnc(NC(=O)c2ccc(COc3c(F)c(F)cc(F)c3F)o2)c1	?	0%	-36%	3%	7	-19%	-3%	-12%	-1%
COc1cccc(C(C(=O)NC2CCCC2)N2CCN(c3cc(C)nc4ccccc34)CC2)c1OC (stereo not given)	·	-11%	3%	·	-20	?	-4%	·	-11%
Nc1cccc(S(=O)(=O)c2ccc(N)c(N)c2)c1	?	4%	-6%	-24%	13	28%	5%	-5%	11%
COc1cccc(N=Nc2c(=O)[nH]n3c(=O)cc(C)[nH]c23)c1	-2%	-6%	-29%	5%	-6	0%	-3%	-2%	-3%
Cc1nn2c(c1-c1ccccc1)NC1=C(C(=O)CCC1)C2c1ccccc1 (stereo not given)	-2%	?	2%	16%	-3	?	?	-12%	-1%
CC(=O)Oc1ccc(-c2ccc(C(=O)Nc3cccc(S(=O)(=O)N4CCOCC4)c3)cc2)cc1	-6%	?	5%	-35%	-119*	?	10µM*	-1%	?
Cc1c(S(=O)(=O)N2CC(C)CC(C)C2)c(=O)n(C)c(=O)n1C (stereo not given)	0%	3%	-22%	7%	0	-12%	3%	3%	-22%
CCN(C(=O)CSc1nnc(C)n1-c1ccc(C)cc1)c1c(N)n(Cc2ccccc2)c(=O)[nH]c1=O	-7%	5%	5%	4%	16	-1%	9%	-4%	4%
CCN(CCCNC(=O)CNC(=O)c1nn(-c2ccc(OC)cc2OC)c(=O)c2ccccc12)c1cccc(C)c1	29%	-17%	-2%	-20%	-14	?	-17%	-5%	-25%
O=C1NC[C@@H](CCCCN2C[C@H](Cc3ccc(O)cc3)N(CC3CCCCC3)C(=O)C2=O)N(Cc2ccccc2)C1=O	·	18%	9%	-2%	-4	26%	?	·	26%
OC1(c2cccs2)CN(c2ccc(Br)cc2)C2=[N+]1CCCS2 (stereo not given)	3%	?	2%	-38%	?	-2%	?	3%	-5%
O=C(NCc1ccccc1)c1cccc(F)c1F	-4%	24%	9%	0%	-8	-6%	21%	-2%	8%
O=C(c1cc2c(s1)CCCC2)N1CCN(Cc2ccc3c(c2)OCO3)CC1	12%	-7%	-12%	-21%	?	-32%	?	11%	?
Cc1ccc(S(=O)(=O)N2CCOCC2)cc1NC(=O)COC(=O)c1ccc(Br)o1	-7%	-6%	4%	-13%	2	-19%	1%	-5%	-4%
COc1ccc(CNC(=O)CN(C)S(=O)(=O)c2ccc(Br)s2)cc1	17%	1%	-3%[57.1 µM]	-12%	-5	-18%	-1%	2%	5%
Cc1cc(=O)oc2cc(OC(C)C(=O)NC3CCN(Cc4ccccc4)CC3)ccc12 (stereo not given)	0%	-10%	3%	·	-3	-14%	-11%	-2%	-10%
CCCCNC(=O)C1c2ccccc2OCC(=O)N1Cc1ccco1 (stereo not given)	·	20%	7%	0%	24	7%	7%	·	4%
O=C(C[n+]1ccccc1)Nc1ccccc1Br	5%	?	6%	-9%	11	-2%	3%	-85%[inhibitor]	1%
CCOC(=O)C1(CCc2ccccc2)CCN(C2Cc3ccccc3C2)CC1	?	-12%	2%	?	40	13%	-9%	-1%	0%
O=C(NC(=S)NNC(=O)c1ccco1)c1ccccc1	17%	-25%	9%	-15%	102	-1%	?	?	?
O=C(CSc1ccccc1)Nc1ccc2sccc2c1	20%	7%	-5%	·	-5	7%	14%	?	-1%
COCCN(CC(=O)Nc1cccc(C)c1C)C(=O)c1ccc(S(=O)(=O)N2CCOCC2)cc1	0%	5%	-2%	8%	4	?	2%	?	11%
COc1ccc(NC(=O)C[C@H]2C(=O)N(CCc3ccccc3)C[C@@H]2Cc2ccccc2)cc1	·	-17%	6%	-1%	-9	?	-11%	·	?
C=CCN1C(=O)C(Cc2ccc(OC)cc2)S/C1=N\N=C\c1cccs1 (stereo not given)	7%	12%	3%	4%	3	-18%	1%	2%[9.22 µM]	8%
CCOc1ccc(NC(=O)c2cccnc2Cl)c([N+](=O)[O-])c1	8%	8%	4%	3%	-1	?	4%	23µM*	25%
CCCCNC(=S)NNC(=O)c1csc(C(C)C)c1	0%	-20%	0%	48%[activator]	-3	23µM*	-6%	-3%	-14%
NC(N)=NS(=O)(=O)c1ccc(NC(=S)NC(=O)c2ccc(Br)cc2)cc1	28%	2%	-1%	·	16	15%	5%	-6%	-1%
O=C(CSc1ccc([N+](=O)[O-])cc1)OCC(=O)N1CCCC1=O	-4%	-1%	-2%	·	41	-7%	-6%	-4%	?
COc1ccc(OC)c(S(=O)(=O)n2cnc3cc(C)c(C)cc32)c1	?	-17%	-1%	0%	-16	?	-26%	3%	-17%
Cc1cc(OC(C)C(=O)NCCN2CCOCC2)c2c(C)c(C)c(=O)oc2c1 (stereo not given)	0%	20%	-9%	5%	13	-13%	-3%	1%	3%
CC(=O)c1ccc(OCc2cc(C(=O)NCCn3nc(C)cc3C)no2)cc1	2%	-1%	-17%	41%[activator]	10	·	-2%	1%	·
Cc1cc(C)n2nc(SCc3nnc(SCc4ccccc4Cl)s3)nc2n1	24%	-1%	5%[57.1 µM]	-1%	14	-25%	-3%[9.24 µM]	2%	3%
COc1ccc(CC(=O)OCC(=O)N2N=C(c3ccccc3)CC2c2ccc(OC)cc2)cc1 (stereo not given)	?	2%	-3%	12%	-2	21µM*	0%	24%	11%
CC(=C/C(=O)O)/C=C/c1ccc([N+](=O)[O-])cc1	11%	4%	-2%	-30%	-2	20%	4%	-6%	13%
COc1ccc(CN2CCC(=O)N([C@H](CO)CC(C)C)CC2)cc1OC	11%	2%	-7%	9%	-2	-5%&-15%	-5%	10%	-2%&0%
Cn1nnc2c[n+](CC(=O)c3ccc4ccccc4c3)cc(Br)c21	?	?	6%	?	-101*	-4%	21µM*	?	?
O=C(CNC(=O)c1cccs1)OCc1ccc(Br)cc1	0%	4%	3%	8%	-2	-20%	2%	0%	10%
Cc1ccc([N+](=O)[O-])c2cccnc12	0%	6%	-3%	-14%	15	19%	12%	-14%	0%
COc1ccc(CCNC(=O)CCn2c(=O)c3cccn3c3ccc(F)cc32)c(OC)c1OC	-1%	1%	2%	-2%	-15	25%	6%	-14%	11%
Cc1cc(Cl)c(S(=O)(=O)N2CCCCCC2)cc1OCC(N)=O	2%	-19%	8%	3%	-9	-13%	-19%	-2%	-13%
O=C(CCC1CCCN(C(=O)CCC(F)(F)F)C1)NCc1ccc(F)c(F)c1 (stereo not given)	-5%	3%	-2%	-7%	6	6%	1%	6%	-1%
COc1nc(Cl)cn(-c2ccc(C)cc2)c1=O	-5%	9%	-1%	7%	12	16%	5%	-6%	2%
C/C(=N\NC(=O)c1ccc(CSc2nncn2C)cc1)c1cccs1	-8%	7%	5%	10%	-9	3%	1%	5%	5%
Cc1ccc(CNC(=O)CCNS(=O)(=O)c2cccc3nonc23)cc1	25%	3%	1%	1%	9	2%	2%	-14%	3%
O=C(Nc1ccc(C(=O)N2CCCC2)cc1)C1CCC1	2%	-2%	-2%	2%	59	-1%	4%	17%[9.22 µM]	0%
CCOc1c(Cl)cc(/C=C/C(=O)N(CC)CC(=O)NCc2cccs2)cc1OC	3%	0%	-1%	-1%	-10	?	5%	-4%	8%
Cc1ccccc1NC(=O)CSc1nc(N)c2c3c(sc2n1)CSC(C)(C)C3	?	?	-13%	-8%	13	-25%	?	0%	?
CC(=O)Nc1ccc(S(=O)(=O)NCCNc2ccccc2[N+](=O)[O-])cc1	?	-2%	2%	-35%	-16	7%	0%	?	-2%
Cn1ncc2c(NNC(=O)c3ccc(O)cc3)ncnc21	10%	4%	-2%	·	0	6%	12%	22%	-2%

Profiles, looked up by structure.
Cn1ncc2c(NNC(=O)c3ccc(O)cc3)ncnc21 as listed: MCF10A rerep: 10%; HT1080NT lethal: 4%; WRN inhibitor: -2%; ATXN2 expr inh: ·; IL-1B inflam inh: 0; KB-V1 MDR tox: 6%; HT1080 IDH1KD tx: 12%; SW480 rerep: 22%; KB-3-1 tox: -2%
Cc1ccccc1NC(=O)CSc1nc(N)c2c3c(sc2n1)CSC(C)(C)C3 as listed: MCF10A rerep: ?; HT1080NT lethal: ?; WRN inhibitor: -13%; ATXN2 expr inh: -8%; IL-1B inflam inh: 13; KB-V1 MDR tox: -25%; HT1080 IDH1KD tx: ?; SW480 rerep: 0%; KB-3-1 tox: ?
